# Tb PFK inh – blocks T. brucei phosphofructokinase; AID 485367; Potency, µM (doses to about 57.5 µM), for the others: top-dose activity, negative = inhibition, usual class: inhibitors; T. brucei PFK, ADP-Glo luminescence; 330,000 tested, 0.17% active;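 further: potency means the concentration at half of the fitted maximal effect; 0% = uninhibited 1x PFK enzyme wells and -100% = no-enzyme wells; nearly all actives have a fitted effect of over 60% in size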
#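 Activity is normalized to no-enzyme wells (full inhibition) and 1.25 nM enzyme wells (no inhibition). Reaction: 0.5 mM F6P, 0.1 mM ATP, 45 min RT, ADP-Glo luminescence; concentration-response curves fitted and classed by quality.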
# S-ASM inh – blocks human secretory acid sphingomyelinase; placental ASM, HMU-PC fluorogenic substrate, 60 min; Potency, µM (doses to about 57.5 µM), without a hit: at the top dose activity change, negative = inhibition, hits mostly inhibitors; 340,000 tested, 0.006% active; further: potency means the concentration at half of the fitted maximal effect
#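 Fluorogenic HMU-PC substrate (9 uM final) is turned over by placental ASM in 60 min at 37 C after a 10 min compound preincubation. Reaction ended by alkaline stop (pH 10), with fluorescence read at 386/447 nm.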
# Integrin act MD – integrin-mediated muscular dystrophy alleviation activation; alpha7betagal myoblasts, beta-gal FDG fluorescence, 48 h; Potency, µM (titrated, usually from 38.3 µM), inactives show at the highest dose activation, hits mostly activators; 350,000 tested, 0.064% active;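 further: potency means the concentration at half of the fitted maximal effect; 100% = response of the positive control SU9516; nearly all actives have a fitted effect of over 60% in size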
#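 alpha7betagal+/- myoblasts (passage 13, 250/well) treated 48 h at 37C with compounds at 1:260 dilution of DMSO stock. Lysed, then beta-galactosidase activity read as FDG fluorescence (ex 480/em 540) after 30 min, with pre-read for autofluorescence.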
# Chronic BCR inh – blocks chronic active B-cell receptor signaling | ABC-DLBCL IkBa-CBG/CBR reporter, luminescence ratio, 4 h | Potency, µM (top dose mostly 46.1 µM), without a hit: at the top dose ratio change, negative = lower green/red ratio, actives largely listed as inhibitors | 340,000 tested, 0.05% active; active means well fitted inhibition curve with a large enough effect in the signal ratio, with a control signal flat, not every such curve was filed as active; inconclusive means small, poorly fitted or top-dose-only effect, or effect the other way, or a change in a side signal; the % refers to the signal ratio;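 further: potency means the concentration at half of the fitted maximal effect; plate controls were basal doxycycline-induced cells for no effect and cells given 10 µM MG132 for full effect; MG132 reads +100%, hits lower the ratio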
#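 Compounds up to 46 uM were incubated four hours with TMD8 cells whose green CBG68 luciferase is fused to IkappaBalpha; red CBR luminescence normalised the signal, and concentration-effect curves were fitted to fusion, red and ratio data.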
# TSHR antag – human thyrotropin receptor antagonism; AID 504810; 330,000 tested, 0.2% active; activity change, negative = inhibition, % at 11.5 µM; TSHR-expressing cells, TSH-stimulated cAMP HTRF, 2 h; hits give low values;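 active means activity change below a set negative limit, meaning inhibition stronger than a set level, cut at about -70% in these data; inconclusive means activity change between two set negative limits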; further: on the % scale 0 is the no-effect control and ±100 the full control effect
# Target sequence (P16473 whole entry, looked up): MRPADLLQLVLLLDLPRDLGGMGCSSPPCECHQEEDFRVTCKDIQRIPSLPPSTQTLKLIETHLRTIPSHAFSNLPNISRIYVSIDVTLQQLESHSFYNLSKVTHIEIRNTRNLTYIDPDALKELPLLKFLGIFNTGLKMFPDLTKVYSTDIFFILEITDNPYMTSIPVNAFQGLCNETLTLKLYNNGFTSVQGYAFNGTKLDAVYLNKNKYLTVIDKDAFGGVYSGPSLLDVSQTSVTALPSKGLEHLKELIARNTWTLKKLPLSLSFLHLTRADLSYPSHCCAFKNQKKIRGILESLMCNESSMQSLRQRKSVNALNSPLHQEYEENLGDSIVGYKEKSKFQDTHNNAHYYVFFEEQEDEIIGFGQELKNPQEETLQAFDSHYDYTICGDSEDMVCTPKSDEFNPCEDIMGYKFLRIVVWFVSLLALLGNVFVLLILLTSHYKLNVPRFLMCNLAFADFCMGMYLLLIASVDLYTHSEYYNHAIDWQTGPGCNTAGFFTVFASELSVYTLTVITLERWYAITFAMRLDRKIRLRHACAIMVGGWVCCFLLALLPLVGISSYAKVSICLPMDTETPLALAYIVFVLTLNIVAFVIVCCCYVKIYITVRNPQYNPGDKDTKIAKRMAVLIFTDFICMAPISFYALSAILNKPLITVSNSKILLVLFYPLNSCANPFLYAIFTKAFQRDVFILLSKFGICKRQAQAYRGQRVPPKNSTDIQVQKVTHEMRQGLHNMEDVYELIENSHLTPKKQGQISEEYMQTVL
#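 Competitive HTRF cAMP read-out (cryptate anti-cAMP antibody, cAMP-d2; 30 min, room temperature) in freshly harvested TSHR cells. Compounds added before TSH at EC80 (4nM final), followed by 2 hours' incubation at 37 deg C.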
# PTAP TSG101 blk – blocks PTAP/TSG101 interaction to inhibit HIV-1 budding; Q99816; Fluorescence polarization, FITC-PTAP peptide / Tsg101 binding; Potency, µM (doses to about 115 µM), without a hit: top-dose activity change, negative = inhibition, hits mostly inhibitors; 340,000 tested, under 10 active; AID 493005; active means well fitted inhibition curve with a large enough effect in the main read-out, with a control signal flat, not every such curve was filed as active; inconclusive means small, poorly fitted or top-dose-only effect, or effect the other way, or a change in a side signal; inactive means no such curve, though single readings can be large or run the other way; further: potency means the concentration at half of the fitted maximal effect; % of control where 0% means no effect
#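 Fluorescence anisotropy tracks displacement of a FITC-tagged PTAP peptide (50 nM) from the Tsg101 binding domain (10 uM), following a 20 min room-temperature incubation at pH 7.5.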
# AT treatment – candidate therapy for ataxia-telangiectasia; Potency, µM (titrated, usually from 57.5 µM), inactives show at the highest dose activation, hits mostly activators; 320,000 tested, 0.19% active; AID 485349; […] A-T fibroblasts, KAP-1 phosphorylation AlphaLISA; neocarzinostatin DNA damage 30 min before lysis; further: potency means the concentration at half of the fitted maximal effect; % of control where 0% means no effect; nearly all actives have a fitted effect of over 45% in size
#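 hTERT-immortalized A-T patient fibroblasts ([…]), 500 cells/well in OPTI-MEM, 1% FBS, got compounds for 60 min, then NCS for 30 min at 37C. Lysates were then assayed for phospho-KAP-1 by AlphaLISA (anti-pKAP1 donor, anti-KAP1 acceptor beads), 6 hr at 25C.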
# Mito fusion yeast – blocks mitochondrial division or promotes mitochondrial fusion; S. cerevisiae fusion-defective mutant growth rescue, CellTiterGlo 48 h; Potency, µM (doses to about 46.1 µM), inactives show at the highest dose growth rescue (activation), hits mostly activators; 320,000 tested, 0.23% active;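 further: potency means the concentration at half of the fitted maximal effect; % of control where 0% means no effect; nearly all actives have a fitted effect of over 45% in size; temperature-sensitive fusion mutants such as fzo1-1 at 37 °C on non-fermentable ethanol glycerol medium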
#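 Compounds are tested for their ability to restore growth of mitochondrial fusion-defective yeast strains at non-permissive 37C in YPEG medium over 48 hours. Viability is quantified by luciferase luminescence.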
# Eya2 phos inh – inhibitors of human Eya2 phosphatase activity; recombinant Eya2, OMFP fluorescence dephosphorylation (OMFP is methylfluorescein phosphate); Potency, µM (doses to about 76.9 µM), without a hit: at the highest dose activity, negative = inhibition, most hits filed as inhibitors; 330,000 tested, 0.006% active; AID 488837; further: potency means the concentration at half of the fitted maximal effect; on the % scale 0 is the no-effect control and ±100 the full control effect
#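 Eya2 (0.2 uM) preincubated 10 min at ambient with compound, then OMFP substrate added at 50 uM; 10 min reaction in 50 mM HEPES pH 7.5, 50 mM NaCl, 5 uM MgCl2, 0.05% BSA, 1 mM DTT. Fluorescence read at Ex 485/Em 525 nm.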
# ELG1 DNA repair – blocks ELG1-dependent DNA repair in HEK293T cells | HEK293T ELG1-luciferase reporter, luminescence, 16 h; DNA damage induced by 5-fluorouridine | Potency, µM (doses to about 46.1 µM), for the others: at the highest dose activity change, negative = inhibition, usual class: inhibitors | 330,000 tested, 2.3% active; further: potency means the concentration at half of the fitted maximal effect; on the % scale 0 is the no-effect control and ±100 the full control effect; nearly all actives have a fitted effect of over 55% in size
#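 Cells (2,000 per well) received 5-fluorouridine plus test compound or DMSO and were incubated 16 hr at 37 °C, 5% CO2. Luciferase activity was read by luminescence 30 min after ONE-Glo addition; signal suppression marked inhibition of damage-induced ELG1 function.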
# TCR activator – activates T cell receptor signaling | Potency, µM (series often up to 9.22 µM), for inactives: top-dose activation of IL-2 secretion, hits mostly activators | AID 504894 | primary human leukocytes, anti-CD3, IL-2 HTRF, 48 h | 330,000 tested, under 10 active; further: % of control where 0% means no effect
#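 IL-2 produced over 48 hr by a-CD3 bead-stimulated primary human leukocytes exposed to compounds was detected with a homogeneous time-resolved FRET immunoassay, 665nm acceptor signal after 320nm excitation.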
# * hit, by the source's call; ? = inconclusive; nt = not tested or not shown; [ ] = remark or other dose. Unless noted, the call rests on the fitted dose curve; in most records, active means well fitted curve in the direction sought with a large enough effect; inconclusive means small, poorly fitted or top-dose-only effect, or another doubt; inactive means no such curve, though single readings can be large; an effect the other way counts as inactive or inconclusive.
no.	smiles	Tb PFK inh	S-ASM inh	Integrin act MD	Chronic BCR inh	TSHR antag	PTAP TSG101 blk
1	Cc1cc([N+](=O)[O-])cc2c1NC(=O)C2(O)N1CCCCCC1 (centres undefined)	3%	-2%	-13%	-2%	7	0%
2	COc1ccc(CC(=O)N/N=C/c2sccc2C)cc1	-3%	2%	4%	0%	10	-9%
3	CCn1c(CNC(=O)c2ccc3c(c2)OCO3)nnc1SCC(=O)Nc1cc(C)ccc1OC	nt	0%	-18%	nt	nt	-4%
4	CCOC(=O)/C(C#N)=C1/C=CN(c2ccc(C)cc2)C=N1	-3%	-2%	-19%	15%	4	-2%
5	O=C(NC1CCCc2ccccc21)C1CCN(S(=O)(=O)c2cccc(C(F)(F)F)c2)CC1 (centres undefined)	-2%	1%	9%	2%	-1	-3%
6	COc1ccc(NS(=O)(=O)c2ccc(C(=O)N(C)Cc3ccc(C)o3)cc2)cc1	0%	-3%	1%	-2%	nt	-1%
7	Cc1nc(N(C)C)c2sc(=S)n(C)c2n1	6%	4%	1%	11%	8	-2%
8	CCN(CC)C(=O)CN(c1ccc(C)cc1)S(=O)(=O)c1ccc(SC)cc1	0%	-3%	-35%	?	10	-8%
9	CN(C)S(=O)(=O)c1ccc2c(c1)nc(CCC(=O)Nc1ccc3c(c1)OCO3)n2C	-1%	7%	21%	0%	9	-2%
10	Cc1ccccc1S(=O)(=O)Cc1ccc(C(=O)NCCCN2CCCC2)o1	-5%	3%	?	0%	0	-4%

no.	AT treatment	Mito fusion yeast	Eya2 phos inh	ELG1 DNA repair	TCR activator
1	1%	6%	-2%	0%	-3%[46.1 µM]
2	0%	-2%	8%	18%	nt
3	nt	-8%	nt	nt	0%
4	nt	-1%	19%	?	-1%
5	-14%	7%	1%	?	0%[46.1 µM]
6	20%	nt	-6%	0%	-2%
7	14%	-1%	21%	-2%	-3%
8	-2%	5%	0%	-1%	-1%
9	-6%	-2%	1%	0%	0%[46.1 µM]
10	-2%	2%	-1%	27%	-2%

# Remaining list, next part
no.	smiles	Tb PFK inh	S-ASM inh	Integrin act MD	Chronic BCR inh	TSHR antag	PTAP TSG101 blk
11	CC1CCN(C(=O)C(=O)Nc2sc3c(c2C(=O)O)CC(C)(C)OC3)CC1	-3%	8%	-13%	1%	-10	1%
12	O=C(CSc1ncn[nH]1)c1ccc2c(c1)OCO2	-6%	4%	-1%[7.66 µM]	-4%	4	-2%
13	COc1ccc(NC(=O)NNC(=O)C(C)Oc2ccc3ccccc3c2)cc1OC (centres undefined)	-1%	0%	17%	6%	-1	0%
14	COCCCNc1ccc([N+](=O)[O-])cc1C(=O)Nc1cccc(C)n1	0%	-8%	-3%	3%	18	2%
15	COC(CNC(=O)CCc1c(C)nc2c(-c3ccc(F)cc3)c(C)nn2c1C)OC	0%	2%	1%	?	-13	0%
16	CC(C)NC(=O)CSc1nc(N)c(-c2ccccc2)c(=O)[nH]1	1%	9%	5%	4%	9	-4%
17	CN(C(=O)COC(=O)C1CCN(S(=O)(=O)c2cccs2)CC1)c1ccccc1	0%	0%	-9%	8%	-7	-2%
18	O=C(Nc1nccs1)c1csc2c1CCCC2	-1%	-6%	9%	?	-10	-1%
19	Cc1cccc(NCCC(=O)c2ccc([N+](=O)[O-])cc2)c1C	-2%	-1%	-46%[inhibitor]	-2%	-9	-4%
20	O=C(NCc1ccccc1)c1c(F)c(F)c(F)c(F)c1F	-3%	-1%	-15%	5%	14	-1%

no.	AT treatment	Mito fusion yeast	Eya2 phos inh	ELG1 DNA repair	TCR activator
11	-5%	3%	3%	4%	4%
12	8%	-3%	12%	?	nt
13	7%	3%	3%	-1%	5%
14	1%	-2%	-8%	?	-3%
15	1%	0%	2%	-17%	nt
16	-5%	1%	-26%	-8%	-9%
17	3%	-9%	0%	7%	-3%
18	3%	23%	-9%	?	0%[46.1 µM]
19	-13%	2%	6%	-16%	-4%
20	-2%	-11%	8%	3%	0%

# Additional records follow:
no.	smiles	Tb PFK inh	S-ASM inh	Integrin act MD	Chronic BCR inh	TSHR antag	PTAP TSG101 blk
21	COCC(=O)Nc1c(C(=O)Nc2ccc3c(c2)OCO3)oc2ccccc12	-3%	-1%	-18%	7%	20	-9%
22	COC(=O)C1=C(C)Nc2c(c(=O)n(C)c(=O)n2C)C1c1ccncc1 (centres undefined)	0%	19%	-4%	0%	-3	1%
23	COc1ccc(OCC(=O)N/N=C/c2ccncc2)cc1	-2%	4%	-18%	-5%	6	-1%
24	O=C(Cc1ccc([N+](=O)[O-])cc1)N/N=C/c1ccccc1F	-18%	-1%	-8%	?	-8	-5%
25	CNS(=O)(=O)c1ccc(C(=O)NCC(=O)NCCC(c2ccccc2)c2ccccc2)cc1	-1%	-2%	0%	0%	-5	1%
26	Cc1cc(C)c(NC(=O)C2CCCO2)c(C)c1NC(=O)C1CCCO1 (centres undefined)	1%	2%	-8%	-1%	-4	-1%
27	O=C(NCc1ccc(F)cc1)C(c1ccncc1)N(C(=O)c1csnn1)C1CC1 (centres undefined)	11%	8%	8%	1%	15	-8%
28	CNCC(=O)Nc1ccc(Cl)c(C(F)(F)F)c1	?	-13%	-40%	?	-11	-3%
29	Cc1noc(C)c1NC(=O)N(C)C[C@H]1Oc2ccc(NS(=O)(=O)c3cn(C)cn3)cc2C(=O)N([C@H](C)CO)C[C@@H]1C	8%	-5%	-10%	-1%	-2	-2%
30	Fc1cccc(F)c1/C=N/NC(=S)Nc1cccnc1	-1%	1%	4%	?	0	1%

no.	AT treatment	Mito fusion yeast	Eya2 phos inh	ELG1 DNA repair	TCR activator
21	6%	17%	7%	?	-4%
22	25%	4%	4%	1%	-2%[46.1 µM]
23	6%	-2%	-17%	-12%	-2%
24	7%	-3%	13%	-11%	7%
25	3%	-4%	-3%	8%	0%
26	2%	2%	6%	-2%	-11%
27	3%	-1%	-25%	1%	1%
28	-2%	-10%	-4%	-3%	2%
29	12%	nt	14%	9%	3%
30	-1%	-4%	0%	-6%	-4%

# The list goes on, overlapping the part above by 3 compounds.
no.	smiles	Tb PFK inh	S-ASM inh	Integrin act MD	Chronic BCR inh	TSHR antag	PTAP TSG101 blk
28	CNCC(=O)Nc1ccc(Cl)c(C(F)(F)F)c1	?	-13%	-40%	?	-11	-3%
29	Cc1noc(C)c1NC(=O)N(C)C[C@H]1Oc2ccc(NS(=O)(=O)c3cn(C)cn3)cc2C(=O)N([C@H](C)CO)C[C@@H]1C	8%	-5%	-10%	-1%	-2	-2%
30	Fc1cccc(F)c1/C=N/NC(=S)Nc1cccnc1	-1%	1%	4%	?	0	1%
31	COc1ccc(C(CC(=O)Nc2ccc(Cl)cc2F)NC(=O)C(F)(F)F)cc1 (centres undefined)	0%	-1%	-17%	-4%	-12	-3%
32	O=C(NCc1ccc(F)cc1)C1CCCN(S(=O)(=O)c2ccc(-n3cnnn3)cc2)C1 (centres undefined)	1%	-1%	4%	1%	8	2%
33	Cc1ccc(N=Cc2nc(-c3ccco3)oc2O)cc1	3%	8%	-23%	?	-8	0%
34	Cn1c(SCC(=O)c2c(N)n(C)c(=O)n(C)c2=O)nnc1-c1ccc(F)cc1	0%	-1%	10%	0%	-1	-2%
35	Cc1cc(Cl)ccc1NC(=S)N1CCC(C(N)=O)(N2CCCCC2)CC1	2%	3%	-43%	3%	4	-1%

no.	AT treatment	Mito fusion yeast	Eya2 phos inh	ELG1 DNA repair	TCR activator
28	-2%	-10%	-4%	-3%	2%
29	12%	nt	14%	9%	3%
30	-1%	-4%	0%	-6%	-4%
31	13%	3%	-12%	8%	-2%
32	4%	2%	-2%	26%	-6%
33	-14%	-1%	-16%	?	5%
34	1%	-4%	-2%	-13%	3%[46.1 µM]
35	3%	2%	3%	-3%	-1%[46.1 µM]
